Screening results: PubChem, Center for Chemical Genomics, University of Michigan
Dicer processing: inhibitors of human Dicer processing of pre-microRNA. z-score at 25 µM. Q9UPY3. cat-ELCCA pre-miR-21 Dicer processing, chemiluminescence; active compounds read high. 47,000 tested, 6% active; in the data active means z-score above about 3, passing the limit was not always enough;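 further: plate controls were vehicle for no effect and no enzyme for full effect; higher signal means more uncleaved substrate so more Dicer inhibition; strong numbers were not always called active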
Target sequence (Q9UPY3 whole entry, looked up): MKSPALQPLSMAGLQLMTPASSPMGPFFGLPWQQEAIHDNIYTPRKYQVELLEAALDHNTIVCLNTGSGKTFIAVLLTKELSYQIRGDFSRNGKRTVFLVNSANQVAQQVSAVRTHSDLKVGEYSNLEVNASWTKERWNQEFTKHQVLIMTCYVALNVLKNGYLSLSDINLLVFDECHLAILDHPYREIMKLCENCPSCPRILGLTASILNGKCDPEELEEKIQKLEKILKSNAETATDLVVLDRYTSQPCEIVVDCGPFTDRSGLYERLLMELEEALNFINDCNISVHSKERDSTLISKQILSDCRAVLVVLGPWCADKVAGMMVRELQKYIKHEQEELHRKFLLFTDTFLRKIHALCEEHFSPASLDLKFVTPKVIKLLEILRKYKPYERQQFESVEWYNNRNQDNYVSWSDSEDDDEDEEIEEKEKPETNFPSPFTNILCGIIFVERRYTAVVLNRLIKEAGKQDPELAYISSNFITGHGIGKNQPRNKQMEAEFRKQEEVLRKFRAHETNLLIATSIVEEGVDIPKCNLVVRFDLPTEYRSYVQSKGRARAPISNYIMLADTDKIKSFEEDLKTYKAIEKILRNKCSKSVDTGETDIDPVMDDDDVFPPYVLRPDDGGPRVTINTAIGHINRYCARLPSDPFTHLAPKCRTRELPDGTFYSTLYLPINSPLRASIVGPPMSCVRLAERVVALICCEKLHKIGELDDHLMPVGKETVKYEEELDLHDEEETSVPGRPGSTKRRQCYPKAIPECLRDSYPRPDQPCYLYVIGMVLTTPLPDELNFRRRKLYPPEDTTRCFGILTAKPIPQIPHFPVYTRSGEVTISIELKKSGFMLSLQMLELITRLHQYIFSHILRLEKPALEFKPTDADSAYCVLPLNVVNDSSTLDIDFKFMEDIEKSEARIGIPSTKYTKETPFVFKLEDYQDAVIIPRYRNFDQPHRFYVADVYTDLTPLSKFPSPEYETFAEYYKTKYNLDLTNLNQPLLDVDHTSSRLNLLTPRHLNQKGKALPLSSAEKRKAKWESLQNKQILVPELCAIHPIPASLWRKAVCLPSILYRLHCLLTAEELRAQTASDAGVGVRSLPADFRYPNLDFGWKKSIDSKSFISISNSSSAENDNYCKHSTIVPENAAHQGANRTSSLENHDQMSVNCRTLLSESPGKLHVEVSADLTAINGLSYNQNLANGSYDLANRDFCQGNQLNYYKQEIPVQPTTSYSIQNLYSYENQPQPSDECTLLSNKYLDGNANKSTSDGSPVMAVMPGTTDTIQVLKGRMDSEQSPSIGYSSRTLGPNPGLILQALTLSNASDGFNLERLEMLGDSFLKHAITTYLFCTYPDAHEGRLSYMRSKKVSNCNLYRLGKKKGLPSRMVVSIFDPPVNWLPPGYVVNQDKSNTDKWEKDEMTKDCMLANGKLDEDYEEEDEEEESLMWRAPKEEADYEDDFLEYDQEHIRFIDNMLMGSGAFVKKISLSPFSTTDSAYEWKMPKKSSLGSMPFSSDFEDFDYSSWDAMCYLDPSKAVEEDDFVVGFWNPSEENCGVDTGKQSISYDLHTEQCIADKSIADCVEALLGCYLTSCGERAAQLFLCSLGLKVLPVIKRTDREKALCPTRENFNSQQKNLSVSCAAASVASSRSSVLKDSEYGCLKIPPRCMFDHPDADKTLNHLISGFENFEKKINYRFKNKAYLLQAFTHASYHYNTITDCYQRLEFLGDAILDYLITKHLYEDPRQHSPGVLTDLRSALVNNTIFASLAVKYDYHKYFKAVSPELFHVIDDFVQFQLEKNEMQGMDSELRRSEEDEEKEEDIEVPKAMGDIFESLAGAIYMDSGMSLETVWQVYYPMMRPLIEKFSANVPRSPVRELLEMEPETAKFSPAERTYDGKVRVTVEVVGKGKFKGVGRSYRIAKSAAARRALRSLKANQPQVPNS
The depositor's hits bear a star.

| structure | Dicer processing |
| --- | --- |
| Cc1ccsc1/C=C/c1noc(-c2ccccc2O)n1 | 3.3* |
| Cc1cc(C)c(C#N)c(Nc2ccccc2Cl)n1 | 0.68 |
| C=CCn1c(=O)n(-c2ccc(C)cc2)c(=O)c2cc(-c3ccccc3)sc21 | -0.59 |
| CCc1[nH]nc2c1C(c1ccc(OC)c(OC)c1)C(C#N)=C(N)O2 (stereo not drawn) | -3.6 |
| Cc1nn(-c2ccccc2)c(N)c1C(N)=S | -1.1 |
| FC(F)(F)c1ccc(-n2cn[nH]c2=S)cc1 | 0.83 |
| O=C(/C=C/c1cccs1)Nc1ccc(N2CCOCC2)c(C(=O)O)c1 | 0.8 |
| CC(C)(C)c1nc2sc3c(c2c(=O)[nH]1)CCCC3 | 5.3* |
| CS(=O)c1noc(-c2ccc(Cl)cc2)c1C#N (stereo not drawn) | 1.5 |
| CN(/N=C/C=N/Nc1ccccc1)c1ccc(Cl)cc1[N+](=O)[O-] | 0.22 |
| CCc1nn2c(-c3ccco3)ccnc2c1-c1ccccc1 | -0.61 |
| CCOC(=O)C1CCCN(C(=O)S(=O)(=O)c2ccc(-c3ccccn3)s2)C1 (stereo not drawn) | -3.4 |
| CCCOC(=O)C1=C(C)Nc2nnnn2C1c1ccccc1OCCC (stereo not drawn) | 0.24 |
| CSc1nc(N)n(-c2c(Cl)cc(C(F)(F)F)cc2Cl)n1 | 0.05 |
| CCOC(=O)c1c(NC(=O)c2ccco2)sc2c1CCC2 | -0.58 |
| CSc1nn2c(C)cc(C)nc2c1C#N | -0.01 |
| Cc1ccc(C(=O)N2CCN(C(=O)CSc3nnc(N)s3)C2)cc1 | -0.88 |
| Clc1ccccc1-c1ccc(-c2nn3c(-c4ccco4)nnc3s2)o1 | 0.62 |
| COc1cc(O)ccc1C1Nc2ccc(C)cc2-c2cc(C)nn21 (stereo not drawn) | 2.7 |
| COC(=O)c1c(NC(=O)C(C)(C)C)csc1C | 0.5 |
| CCCC1=C(c2ccccc2)C(=O)NC1 | -0.94 |
| C=CCN1C(=O)C2(/C(=C(/O)c3ccc(Cl)cc3)C(=O)C(=O)N2CC2CCCO2)c2ccccc21 (stereo not drawn) | 0.42 |
| O=C1OC(/C=C/c2ccccc2)=NC/1=C/c1ccc(Cl)cc1 | 2.1 |
| COc1ccc(Nc2nc(Nc3ccc(OC)cc3)nc(Sc3nncn3C)n2)cc1 | -0.47 |
| COc1ccc(OCC(O)CNS(=O)(=O)c2cc(Cl)sc2Cl)cc1 (stereo not drawn) | -0.38 |
| CC(=O)OCCOc1nc(N(C)C)nc(N(C)C)n1 | 1.4 |
| CC1CCN(C(=O)c2cc3nc(-c4cccs4)cc(C(F)(F)F)n3n2)CC1 | -2 |
| O=C(Nc1ccc2c(c1)CCN(Cc1ncn[nH]1)C2)c1ccccc1-c1ccc(C(F)(F)F)cc1 | -1 |
| CC1SC(c2cccnc2)N(c2ccc(Cl)cc2)C1=O (stereo not drawn) | 6.3 |
| OC(CCN1CCCC1)(c1ccccc1)C1CCCCC1 (stereo not drawn) | 4.6 |

Fetched one by one from above:
| structure | Dicer processing |
| --- | --- |
| COc1cc(O)ccc1C1Nc2ccc(C)cc2-c2cc(C)nn21 (stereo not drawn) | 2.7 |
| CCCC1=C(c2ccccc2)C(=O)NC1 | -0.94 |

(listing goes on)
| structure | Dicer processing |
| --- | --- |
| COC(=O)CNC(=O)c1nc(SC)ncc1Cl | -0.96 |
| COC(OC)(C(C#N)c1ccccc1)C(F)(F)F (stereo not drawn) | 0.52 |
| C=CCSc1nc(C)c(CC=C)c(=O)[nH]1 | 1.7 |
| Cc1ccc(-n2c(C)nc3ncnc(-c4ccccc4)c32)cc1 | 1.8 |
| COc1ccc(NC(=O)c2cnn3c2NC(c2ccco2)CC3C(F)(F)F)cc1OC (stereo not drawn) | 4.6* |
| O=C(NC1CCCC1)c1cc2n(n1)C(C(F)(F)F)CC(c1ccccc1)N2 (stereo not drawn) | -0.58 |
| CS(=O)(=O)c1ccc2nc(NC(=O)Oc3ccccc3)sc2c1 | 2.5 |
| CCC(=O)N1c2cc(Cl)ccc2-n2c(nn(C(=O)CC)c2=O)N1C(=O)CC | -1.2 |
| Cn1c(=O)[nH]c(=O)c2c1nc1oc(-c3ccccc3)cn12 | 1.1 |
| CCC12CC3CC(C1)CC(C(=O)O)(C3)C2 | 0.42 |
| CCOC(=O)c1cnc(NNC(C)=O)nc1C(F)(F)F | 3.1* |
| Cc1nc(-c2cccnc2)[nH]c(=O)c1CC1CC1 | 2.4 |
| Cc1cc2c(cc1C)CSC(C)(C)SC2 | 0.22 |
| O=C1C(=O)N(c2nccs2)C(c2ccc(F)cc2)/C1=C(\O)c1ccc(Br)cc1 (stereo not drawn) | -3.7 |
| c1cc(-c2nc3ccc(Oc4ccc5nc(-c6ccncc6)[nH]c5c4)cc3[nH]2)ccn1 | 0 |
| Cn1[nH]c(C(F)(F)F)c(/C=N/Nc2ccc([N+](=O)[O-])cc2)c1=O | 2.5 |
| S=C(NN=C1CCCC1)NC1CC2CCC1C2 (stereo not drawn) | -0.5 |
| COc1ccc(-c2[nH]c(SC)nc(=S)c2C#N)cc1 | -2 |
| Cc1onc(-c2c(F)cccc2Cl)c1C(=O)OCc1sccc1-n1cccc1 | -0.2 |
| Cc1[nH]c(-c2ccccn2)nc(=S)c1Cl | -1.4 |
| COc1ccc(/C=C2/NC(=S)NC2=O)c(Cl)c1OC | -0.81 |
| COc1cccc(-c2cnc(NCc3ccc(Br)cc3)n2C)c1 | 0.77 |
| COC(=O)c1ccc(OCC(O)Cn2c(C)[n+](C)c3ccccc32)cc1 (stereo not drawn) | 0.87 |
| O=C(O)CSc1cc(C(F)(F)F)nc2ccccc12 | 43 |
| CCOC(=O)[C@@H](NS(=O)(=O)c1cc(Cl)ccc1OC)C(C)C | 0.56 |
| CC(NCc1ccccc1)c1ccccc1O (stereo not drawn) | -0.85 |
| COCC(=O)C(C=Nc1ccc(Cl)cc1Cl)C(=O)OC (stereo not drawn) | 1.4 |
| Cn1c(NCC(O)CO)nc2c1c(=O)n(Cc1ccccc1Cl)c(=O)n2C (stereo not drawn) | 0.33 |
| O=C(O)CC(Sc1nc2sc3c(c2c(=O)[nH]1)CCCC3)C(=O)O (stereo not drawn) | -0.14 |
| Cc1ccc(-n2cnc3cc(NCc4ccncc4)ccc32)cc1 | 13 |
| O=C(Nc1ccc(CN2CCS(=O)(=O)CC2)cc1)c1ccc(C(F)(F)F)cc1 | -1.6 |
| c1coc(CNc2ncnc3ccccc23)c1 | -1.2 |
| c1ccn2cc(C34CC5CC(CC(C5)C3)C4)nc2c1 | -0.62 |
| CC(C)Nc1ncnc2scc(-c3ccccc3)c12 | -1.5 |
| CCC(C)OC(=O)Cn1nnc2sc3c(c2c1=O)CCC(C)C3 (stereo not drawn) | 2 |
| COc1cc(C2C(C(=O)OC(C)C)=C(C)NC3=C2C(=O)CCC3)ccc1O (stereo not drawn) | -0.99 |
| O=C1NC(=O)C(c2ccccc2)(C2CCC2)N1 (stereo not drawn) | -0.9 |
| Cc1cc(C)nc(SCC(=O)N2c3ccccc3CCc3ccccc32)n1 | 1.6 |
| CCOC(=O)CNC(=O)CSc1nc2ccccc2s1 | -0.2 |
| FC(F)(F)c1ccc2cc(CSc3ccc(Cl)cc3)ccc2n1 | -2.5 |
| Cc1ccc2cccc(NC(=O)c3sc4ccccc4c3Cl)c2n1 | -0.42 |
| COc1ccc(-c2nc3c4c5c(sc4ncn3n2)CCCCC5)cc1OC | 1.1 |
| CSc1ncc(C#N)c2nc(-c3ccc(Cl)cc3)nn12 | -0.75 |
| CCOC(=O)C1=C(N)Oc2cc(O)ccc2C1c1ccc(F)cc1F (stereo not drawn) | 0.45 |
| CC(C)CNC(=O)C(=O)NCc1ccco1 | -0.74 |
| CC(C)C1Cc2[nH]c(=O)c(C(=O)O)cc2CO1 (stereo not drawn) | 2.7 |
| N/C(=N\OC(=O)CCn1cccc(C(F)(F)F)c1=O)c1ccccc1 | 0.61 |
| Cc1c(NCN2C(=O)CCC2=O)cc2c(c1[N+](=O)[O-])C(C)(C)CC2(C)C | 1.3 |
| CS(=O)(=NC(=S)NC(=O)c1cnn2c(C(F)(F)F)cc(C(F)(F)F)nc12)c1ccc(Cl)cc1 (stereo not drawn) | 0.27 |
| CCOC(=O)Oc1ccc2c(=O)c(Oc3ccc(C(C)(C)C)cc3)coc2c1 | 1.5 |
| COC(=O)CN1C(=O)C(O)(CC(=O)c2ccc(C)cc2)c2cc(Br)ccc21 (stereo not drawn) | 2 |
| N#Cc1c(-c2ccc(F)cc2)c2c([nH]c1=O)-c1ccccc1CC2 | 0.96 |
| O=S(=O)(c1cccc(C(F)(F)F)c1)N1CCC(C(c2ccccc2)c2ccccc2)CC1 | -0.96 |
| CCOC(=O)C1=C(N)C(=O)N(c2ccccc2)C1 | -0.61 |
| Cc1ccc(S(=O)(=O)Oc2ccc(Cl)cc2Sc2cc(Cl)ccc2OS(=O)(=O)c2ccc(C)cc2)cc1 | -0.69 |
| CN(C)c1cc(-c2ccc(Cl)cc2)oc(=O)c1Cl | -0.98 |
| Cc1ccccc1CNCCSc1nnnn1C | -1.4 |
| O=[N+]([O-])c1ccc2c(c1)c(CO)cn2Cc1ccccc1 | -0.16 |
| CN1c2ccccc2C(=O)C(=C2SCCS2)S1(=O)=O | 0.91 |
| O=C(Nc1ccccc1)OC1c2cc(Cl)ccc2OC(=O)N1c1ccccc1 (stereo not drawn) | 0.24 |

Part of the list above in order of length of the SMILES, highest first.
| structure | Dicer processing |
| --- | --- |
| Cc1c(NCN2C(=O)CCC2=O)cc2c(c1[N+](=O)[O-])C(C)(C)CC2(C)C | 1.3 |
| O=C(Nc1ccc(CN2CCS(=O)(=O)CC2)cc1)c1ccc(C(F)(F)F)cc1 | -1.6 |
| O=[N+]([O-])c1ccc2c(c1)c(CO)cn2Cc1ccccc1 | -0.16 |
| CN(C)c1cc(-c2ccc(Cl)cc2)oc(=O)c1Cl | -0.98 |
| CC(C)Nc1ncnc2scc(-c3ccccc3)c12 | -1.5 |
| CC(C)CNC(=O)C(=O)NCc1ccco1 | -0.74 |

Other results:
canonical_smiles	Dicer processing
CC1CC(=O)Nc2ccccc2N1S(=O)(=O)c1ccc(C#N)cc1 (stereo not drawn)	0.8
Cc1noc(-c2ccccc2)c1NC(=O)N1CCSCC1	0.49
C/C(=N\OC(=O)c1ccc(Cl)cc1)c1cnn(-c2cc(C(F)(F)F)cc(C)n2)c1C	-0.23
COC(=O)c1ccc(Cn2c(=O)cc(N)n(-c3ccccc3C)c2=O)cc1	-2.2
CC(=O)Nc1cccc(-n2nnc(SCC(=O)c3ccc4c(c3)OCCCO4)n2)c1	3.1*
Cn1c(=O)[nH]c(=O)c2[nH]c(N(CCO)Cc3ccccc3)nc21	-0.88
CCOc1ccc(C)cc1S(=O)(=O)n1cc(C)nc1CC	-0.42
O=C1c2ccccc2-c2cccc(C(=O)N3CCCCC3)c21	-1.2
CC(Oc1ccccc1)C(=O)Nc1nc2c(s1)C(=O)CC(C)(C)C2 (stereo not drawn)	1.2
CCOC(=O)c1cc(C(=O)OC)c(C)nc1N1CCCN(Cc2ccc(F)cc2)CC1	-0.23
CCOc1nc(C)ccc1-c1noc(-c2ccccc2C)n1	-0.18
C=CCOC(=O)C1=C(C)NC2=C(C(=O)CC(C)(C)C2)C1c1ccc(OC)c(Br)c1 (stereo not drawn)	-0.97
COc1ccc(-n2c3c(cc(C(=O)NC4CCSC4=O)c2=O)C(=O)CC(C)(C)C3)cc1 (stereo not drawn)	-0.59
Cn1c(C(=O)N/N=C/c2cccs2)cnc1SCc1ccc(Cl)cc1	-0.03
CC1(C)CC(=O)C2=C(C1)Nc1ccccc1S2	4.1*
Cc1cc(C)c2c(N)c(C(=O)c3ccc(-c4ccccc4)cc3)sc2n1	-1.3
COc1ccc(C2C(C(=O)c3cccs3)=C(O)C(=O)N2CCCn2ccnc2)cc1 (stereo not drawn)	-0.81
CC(C)CC1CC(C)(c2csc(Nc3ccccc3)n2)OC1=O (stereo not drawn)	-0.72
CC(Oc1ccc(Cl)cc1Cl)/C(N)=N/O (stereo not drawn)	-0.03
CC1CN=C(N(C(=O)Nc2cccc(Cl)c2)c2ccc(F)c(Cl)c2)S1 (stereo not drawn)	0.85
CCOC(=O)c1cnc2c(-c3ccccc3)c(C(F)(F)F)sc2c1N1CCOCC1	-0.79
CCOC(=O)N/N=C(C)/C(C)=N/NC(=O)OCC	-0.47
Cc1ccc(S(=O)(=O)CC(C)N2CCCCC2)c(S(=O)(=O)CC(C)N2CCCCC2)c1 (stereo not drawn)	-0.8
O=c1/c(=C\c2ccc(Cl)cc2)sc2nc(-c3ccc(Cl)cc3)nn12	-1.5
CNC(=S)N1CCc2sccc2C1c1ccc(Cl)cc1 (stereo not drawn)	0.48
CCOC(=O)Nc1nc2ccc(C)cc2[nH]1	-0.64
Cn1c(=O)c(/C(N)=N/OC(=O)c2ccccc2)cn(-c2ccccc2)c1=O	-1.3
CC(Nc1oc(COc2ccccc2F)nc1C#N)c1ccccc1 (stereo not drawn)	-1
Cc1cc(Oc2ccc(C(F)(F)F)cc2NS(C)(=O)=O)cc(C)c1Cl	-0.2
CCCS(=O)(=O)c1cscc1NC=C(C(=O)OCC)C(=O)OCC	0.82
CSc1nc(N)nc2sc3c(O)cc(=O)[nH]c3c12	-1.7
Cc1cc2ncc(C(=O)/C=C/N(C)C)c(C)n2n1	-1
CSc1n[nH]c(N)c1S(=O)(=O)C(C)C	-1.8
O=c1[nH]nc(SCc2ccc(Cl)cc2)n1C1CC2C=CC1C2 (stereo not drawn)	-0.99
O=c1[nH]c2cc(Cl)ccc2c(-c2ccccc2)c1Sc1ccccn1	-0.62
CC1=C(C(=O)OCCOc2ccccc2)C(c2coc3ccccc3c2=O)C2=C(CCCC2=O)N1 (stereo not drawn)	2.9
O=S1(=O)CC(Sc2ccccc2)c2ccccc21 (stereo not drawn)	-0.27
O=C(CSc1ncnc2sc3c(c12)CCC3)Nc1ccc(F)cc1	1.1
CC(C)CSc1sc(C(=O)O)c(-c2ccc(Cl)cc2)c1C#N	-0.88
O=C1NC(=O)C2C1ON(c1ccccc1)C2c1cccs1 (stereo not drawn)	0.45
COc1cccc(C(=O)c2sc3nsc(SCc4ccc(F)cc4)c3c2N)c1	1.3
N/C(=N\NC(=S)Nc1ccccc1C(F)(F)F)c1ccccn1	4.3*

This is a subset. The share of hits here may be higher or lower than overall.
